Assay outcomes from PubChem BioAssay.
Rac1 GTP hydrolysis: MgcRacGAP GTPase-activating activity inhibitors, confirmation, biochemical, ADP Hunter fluorescence; MgcRacGAP-stimulated Rac1 GTP hydrolysis, ADP Hunter fluorescence; higher % means a stronger effect; GST-tagged Rac1 F28L mutant substrate; inhibition, % at 30 µM, or IC50 in µM where a hit was titrated; 340,000 compounds, 0.6% hits; AID 624330;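 active means first-screen hits whose inhibition reached a set limit at any dose in the follow-up dose series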;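 further: fluorescence reports GDP produced by GAP-driven GTP hydrolysis; strong numbers were not always called active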
GPR35 arrestin U2OS: GPR35 antagonists blocking zaprinast-driven arrestin recruitment, primary screen, imaging, U2OS, beta-arrestin-GFP, zaprinast agonist (AID 2058); U2OS GPR35 beta-arrestin-GFP translocation imaging, zaprinast antagonism; higher % means a stronger effect; inhibition, % at 10 µM; hits with a dose series show IC50 in µM; 290,000 compounds, 0.052% hits;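 active means inhibition of at least 50% with at least 30 cells and total cytoplasm GFP at most 10,000,000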
LYP phosphatase: PTPN22 lymphoid phosphatase activity blockers – biochemical, fluorescence intensity, uHTS (AID 1779) | recombinant LYP phosphatase, fluorescence intensity; higher % means a stronger effect | inhibition, % at 11.5 µM, or IC50 in µM where a hit was titrated | 290,000 compounds, 0.054% hits; in the data active means inhibition above about 50%;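 further: plate controls were vehicle with enzyme for no effect and no enzyme for full effect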
HIV fusion peptide: cell-free HIV fusion peptide-binding blockers – biochemical, uHTS, fluorescence dequenching, primary screen (AID 1986); cell-free peptide binding, fluorescence dequenching, 30 min; higher % means a stronger effect; inhibition, % at 20 µM, or IC50 in µM where a hit was titrated; 290,000 compounds, 0.3% hits; in the data active means inhibition mostly above about 52%, no sharp cut-off; inactive means mostly below about 76%; further: some results filed as inactive read as strong as hits
Myeloid diff 2: compounds promoting myeloid differentiation | ER-HoxA9 myeloid progenitors, lysozyme-GFP differentiation, flow cytometry | calls only at 10 µM | 360,000 compounds, 1% hits | AID 624256;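 active means normalized GFP-positive differentiation at or above the plate's own cutoff, the solvent-only control mean plus 3 SD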;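 further: cells exposed to compound for four days before flow analysis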
NTR1 agonist: NTR1-driven beta-arrestin-GFP spot formation – imaging, U2OS cells, high content, primary screen (AID 493036). activation, % at 20 µM. agonist mode. P30989. 330,000 compounds, 0.17% hits;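 active means activation at or above 40% of the spot to cytoplasm intensity ratio, with at least 20 cells analyzed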;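 further: 0% = DMSO without peptide and 100% = 100 nM NTR1 peptide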
Target sequence (P30989 whole entry, looked up): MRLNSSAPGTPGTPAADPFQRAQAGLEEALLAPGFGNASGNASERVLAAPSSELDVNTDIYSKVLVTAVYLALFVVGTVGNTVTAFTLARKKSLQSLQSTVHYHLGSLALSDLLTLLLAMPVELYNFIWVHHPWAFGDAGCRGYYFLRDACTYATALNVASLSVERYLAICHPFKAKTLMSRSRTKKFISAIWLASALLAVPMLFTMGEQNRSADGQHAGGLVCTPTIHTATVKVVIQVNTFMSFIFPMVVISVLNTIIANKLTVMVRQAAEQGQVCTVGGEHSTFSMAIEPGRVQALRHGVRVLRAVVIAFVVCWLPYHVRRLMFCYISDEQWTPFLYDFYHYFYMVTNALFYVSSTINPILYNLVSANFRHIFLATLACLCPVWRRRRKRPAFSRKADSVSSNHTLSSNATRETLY
GPR55 antagonists: inhibition of LPI-stimulated GPR55 beta-arrestin translocation – imaging, U2OS, beta-arrestin-GFP, LPI agonist, primary screen (AID 2013) | U2OS GPR55 beta-arrestin-GFP translocation imaging, LPI antagonism; higher % means a stronger effect | inhibition, % at 10 µM; hits with a dose series show IC50 in µM | 290,000 compounds, 0.13% hits;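 active means spots per cell inhibited over 60%, with over 100 cells counted and total cytoplasm intensity under 500,000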;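 further: U2OS cells stably carrying GPR55 and arrestin-GFP stimulated by 5 µM LPI near EC80; imaged beta-arrestin-GFP aggregate spots per cell after agonist stimulation; plate controls were LPI-stimulated DMSO wells for no effect and DMSO wells without LPI for full effect; some results filed as inactive read as strong as hits; confirmed hits need IC50 under 10 µM and bright autofluorescent wells are also inconclusive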
PhoP inhibition: PhoP-dependent GFP reporter repression – Salmonella Typhimurium, primary screen (AID 1863) | 300,000 compounds, 0.16% hits | one-dose inhibition, % at 50 µM; IC50 in µM for titrated hits | S. Typhimurium PhoP-regulated promoter GFP reporter, 4 h; higher % means a stronger effect;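 active means inhibition over 29.93%, a cutoff 3 SD above the screen mean, later confirmed by dose response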;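 further: 0% = low Mg2+ inducing control and 100% = high Mg2+ repressing control; strong numbers were not always called active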
SIAH1 antagonists: blockers of Siah-1 interaction with plectin peptide – biochemical, fluorescence polarization, rhodamine-plectin, uHTS, primary screen (AID 1817); Siah-1 / rhodamine-plectin peptide fluorescence polarization; higher % means a stronger effect; displacement, % at 20 µM; hits with a dose series show IC50 in µM; 290,000 compounds, 0.02% hits;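 active means displacement of at least 50% at 20 µM, with a fluorescence ratio check between 0.3 and a set limit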;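 further: plate controls were Siah plus tracer with DMSO for no effect and tracer alone without Siah for full effect; strong numbers were not always called active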
NTR1 agonist cell count 20 µM: recorded beside NTR1 agonist, whose call it bears; cell count; measured here: cell count, cytotoxicity flag
Myeloid diff 2 GFP+ MAC1+ %: further read-out of Myeloid diff 2, marked with its call; GFP+ MAC1+ double positive, %; measured here: differentiation confirmed by MAC1 staining
The depositor's hits bear a star; i = inactive; . = not tested or not shown. No enrichment for hits (roughly 2.4% active in at least one column).

Molecule	Rac1 GTP hydrolysis	GPR35 arrestin U2OS	LYP phosphatase	HIV fusion peptide	Myeloid diff 2	Myeloid diff 2 GFP+ MAC1+ %	NTR1 agonist	NTR1 agonist cell count 20 µM	GPR55 antagonists	PhoP inhibition	SIAH1 antagonists
Cc1ccc(C(=O)Nn2cnc3ccccc3c2=O)cc1C	9.2%	25.9%	-2.9%	0.0%	i	0.8	0.5	74	3.4%	16.2%	-5.4%
Cn1c2ccccc2c(=O)c2c(O)cccc21	4.7%	10.7%	-3.0%	-1.2%	i	0.5	1.7	61	0.1%	-4.4%	11.0%
COc1cccc(N2CCN(C(=O)c3cc(-c4ccc(F)cc4)[nH]c3C)CC2)c1	8.2%	-2.7%	-2.9%	3.9%	i	0.5	3.9	73	-9.8%	-7.7%	1.8%
O=C(NNc1nc2ccc(F)cc2s1)c1cccc(F)c1	7.3%	-18.3%	2.6%	-0.4%	i	0.6	0.7	36	0.0%	8.2%	1.6%
O=C(Nc1ccc2c(c1)CN(Cc1ccccc1O)CC2)C1CCCO1 (configuration not stated)	16.0%	18.9%	-9.2%	1.5%	i	4.2	0.3	55	2.2%	-6.8%	0.0%
CC(=O)c1ccc(NC(=O)Nc2ccc(S(=O)(=O)N3CCCC3)cc2)cc1	3.5%	-3.2%	1.0%	0.6%	i	1.2	1.6	58	10.3%	-2.0%	-1.1%
COc1cc(S(=O)(=O)Nc2cccc3cn[nH]c23)c(OC)cc1Cl	14.5%	-3.5%	-8.0%	0.0%	i	5.2	2.6	59	-1.0%	-11.0%	3.9%
COc1ccc(S(=O)(=O)NCc2ccco2)cc1-c1nnc2c3ccccc3c(C)nn12	1.7%	2.7%	-3.7%	2.1%	i	1.4	-0.1	68	-21.9%	4.9%	-0.1%
O=[N+]([O-])c1ccc(N2CCOCC2)cc1NCc1ccccc1	5.5%	7.0%	-9.7%	-1.3%	i	0.7	3.8	45	-2.1%	2.1%	5.1%
Cn1c(C(C)(O)C(O)c2ccccc2)nc2ccccc21 (configuration not stated)	.	0.2%	-8.1%	1.1%	.	.	-0.4	51	-2.8%	-27.0%	-3.6%
Cc1[nH]c(=O)[nH]c(=O)c1CSc1nnc([C@@H](NC(=O)OC(C)(C)C)C(C)C)o1	12.0%	20.8%	-4.1%	-1.5%	i	0.7	-1.0	26	0.9%	-7.7%	0.4%
CCn1cc(CN2CCC(C(=O)Nc3ccc(Oc4ccccc4)nc3)CC2)cn1	9.3%	-3.4%	-5.1%	1.3%	i	1.0	1.0	53	17.0%	-3.8%	9.3%
O=C(Cc1ccc(Cl)c(Cl)c1)NC1CCCCCC1	6.2%	0.7%	-1.9%	3.3%	i	0.3	2.1	37	-14.3%	0.2%	0.6%
CC(=O)c1cccc(-n2nnnc2SCC(=O)NNC(=O)C2CCCCC2)c1	6.0%	-7.8%	-0.1%	0.9%	i	0.5	0.4	61	0.5%	6.6%	0.0%
O=S(=O)(NCc1ccc(Cl)cc1Cl)c1ccc(N2CCOCC2)nc1	5.1%	9.8%	0.0%	1.1%	i	0.4	-0.2	59	0.9%	-9.3%	-2.5%
CCCC/C(C)=N/NC(=O)CN(c1ccc(Br)cc1)S(=O)(=O)c1ccccc1	9.4%	2.6%	0.1%	-1.2%	i	0.9	3.6	50	3.6%	-1.7%	-0.2%
CSc1nc(-c2ccccc2)nc(N2CCCC2)c1C(C)=O	5.2%	0.4%	-1.1%	-1.0%	i	9.0	11.0	86	8.0%	9.3%	1.0%
O=C(NCc1ccc2c(c1)OCO2)C1CCCN1C(=O)Nc1cccc(F)c1 (configuration not stated)	8.3%	-7.4%	-3.1%	2.0%	i	1.5	-3.5	91	11.3%	-5.0%	30.0%
C(=N\Nc1ncnc2ccccc12)/c1ccccc1	12.8%	-5.9%	3.2%	-1.5%	i	0.2	0.4	71	12.7%	-1.8%	-1.4%
O=C(c1ccccc1)N1CCC(CC2CC(c3ccc(Cl)cc3)=NO2)(C(=O)NCC2CCCCC2)CC1 (configuration not stated)	12.6%	-4.3%	-18.7%	1.3%	i	1.5	-1.1	79	5.6%	-4.4%	-6.3%

New compounds follow
Molecule	Rac1 GTP hydrolysis	GPR35 arrestin U2OS	LYP phosphatase	HIV fusion peptide	Myeloid diff 2	Myeloid diff 2 GFP+ MAC1+ %	NTR1 agonist	NTR1 agonist cell count 20 µM	GPR55 antagonists	PhoP inhibition	SIAH1 antagonists
O=C(NC1CCCC1)C(c1ccccn1)N(C(=O)c1csnn1)c1ccccc1Cl (configuration not stated)	3.0%	-9.5%	-13.1%	1.6%	i	0.4	0.9	35	-8.4%	-5.2%	-1.2%
CC1=C(C(=O)OCC(C)C)C(c2ccsc2)C2=C(CCCC2=O)N1 (configuration not stated)	7.1%	-7.0%	-8.3%	1.4%	i	0.7	0.2	50	16.4%	0.1%	3.6%
COc1cnc(-c2ccccc2)nc1Oc1ccc(C(C)(C)C)cc1	10.4%	-2.5%	-2.4%	10.9%	i	0.4	10.5	68	-1.4%	-5.0%	2.5%
CCOC(=O)C1=C(C)NC(=O)NC1c1ccc(F)cc1 (configuration not stated)	9.2%	-4.3%	-2.7%	0.6%	i	0.3	-1.5	80	-2.6%	1.9%	16.8%
CCC(=O)Nc1ccc(S(=O)(=O)NCc2ccco2)cc1	6.8%	8.2%	-12.8%	-1.4%	i	1.0	1.3	80	1.6%	-1.1%	-0.4%
CCC(C)n1cnc2c(c1=O)c1nc3ccccc3nc1n2Cc1ccc(OC)cc1 (configuration not stated)	-0.4%	13.9%	7.2%	-5.4%	i	4.5	10.6	48	17.3%	-8.0%	4.4%
C=CCN1C(=O)C(CC(=O)NCC)SC1=Nc1ccc(S(N)(=O)=O)cc1 (configuration not stated)	-1.6%	-13.8%	-9.2%	-1.0%	i	5.8	-0.5	54	-0.9%	-0.3%	5.1%
CCOC(=O)N1CCN(S(=O)(=O)c2ccc(C(=O)N(CCN(C)C)c3nc4ccc(CC)cc4s3)cc2)CC1	-1.2%	-0.1%	-8.8%	1.5%	i	0.7	1.0	52	15.7%	-1.6%	12.5%
O=C(Nc1ccccc1)C1CCN(C(=O)c2ccc([N+](=O)[O-])cc2)CC1	12.4%	9.1%	-4.5%	-2.2%	i	0.5	-0.3	89	-8.8%	-11.3%	2.4%
O=C(NCc1ccccn1)C(=O)NCC1OCCCN1S(=O)(=O)c1ccc(F)cc1 (configuration not stated)	8.8%	16.7%	-9.3%	-0.5%	i	1.2	-0.1	61	0.3%	-6.2%	-1.0%
Cc1ccccc1Cn1ccc(NC(=O)c2cnn3c2NC(c2ccccc2)CC3C(F)(F)F)n1 (configuration not stated)	1.8%	-6.6%	-2.6%	-2.2%	i	12.6	4.3	69	-1.4%	2.6%	8.0%
O=c1c2ccccc2nc(SCc2cn3ccsc3n2)n1-c1ccc(F)cc1	8.5%	10.5%	-0.3%	-2.9%	i	1.3	4.0	47	-0.1%	23.8%	0.1%
Cc1nnsc1NC(=O)OCc1ccc(C(C)(C)C)cc1	13.3%	-0.1%	-3.5%	0.7%	i	1.0	4.7	42	-0.9%	-0.8%	4.1%
CCC(C)(C)C1CCc2[nH]nc(C(=O)NCc3ccc(Cl)cc3)c2C1 (configuration not stated)	8.3%	.	.	.	i	1.2	4.4	93	.	-6.7%	.
Cc1ccc(S(=O)(=O)N(C)CC(=O)Nc2cccnc2)cc1	6.0%	-3.7%	-8.3%	-1.1%	i	2.0	-1.0	43	-3.4%	1.0%	8.6%
NC(=O)c1c(N)sc2c1CCCCC2	18.5%	4.5%	-4.1%	0.9%	i	1.5	1.9	46	-0.6%	12.5%	3.5%
Cc1cc(C)nc(NC2=NCCN2C(=S)Nc2ccc(C)c(C)c2)n1	9.8%	8.7%	-6.3%	0.1%	i	1.4	4.7	63	7.1%	1.2%	11.9%
COCCNC(=O)CSc1cc(=O)n(C)c2cc(Cl)ccc12	11.0%	-18.5%	0.4%	-0.7%	i	0.2	0.5	74	-6.4%	-0.3%	0.5%
N#C/C(=C/c1ccccc1[N+](=O)[O-])c1nc(C2CC2)cs1	3.3%	-7.5%	-2.0%	1.1%	i	0.6	1.4	49	7.3%	3.5%	-2.2%
CCOC(=O)C1Nc2c(F)cc(C)cc2C2c3ccccc3CC12 (configuration not stated)	5.6%	.	.	.	i	1.2	-0.4	92	.	5.5%	.

New compounds follow
Molecule	Rac1 GTP hydrolysis	GPR35 arrestin U2OS	LYP phosphatase	HIV fusion peptide	Myeloid diff 2	Myeloid diff 2 GFP+ MAC1+ %	NTR1 agonist	NTR1 agonist cell count 20 µM	GPR55 antagonists	PhoP inhibition	SIAH1 antagonists
COc1ccc(-c2noc(=O)n2Cc2ccc(C#N)cc2)cc1	6.2%	4.1%	-9.9%	2.5%	i	1.0	-0.8	81	0.0%	-0.8%	2.3%
CN(Cc1ccco1)C(=O)C1CCCN(c2ncnc3c2nc2n3CCCCC2)C1 (configuration not stated)	8.6%	-12.2%	-13.0%	-0.4%	i	0.3	-0.4	64	-27.4%	3.5%	-1.9%
CCN1CCCC1CNC(=O)C(=O)Nc1cccc(OC)c1 (configuration not stated)	5.8%	0.3%	-5.9%	-0.5%	i	0.7	3.4	72	15.5%	0.2%	-2.8%
CCS(=O)(=O)N1CCC(C(=O)N2CCN(c3ccccc3)CC2)CC1	7.7%	-6.9%	0.6%	-2.7%	i	1.9	1.6	48	-3.2%	-8.2%	0.3%
CCC(C)c1ccc(C2C3=C(Nc4nc(N)[nH]c(=O)c42)c2ccccc2C3=O)cc1 (configuration not stated)	11.5%	-11.8%	-6.8%	-2.8%	i	0.4	12.5	64	1.0%	-1.0%	1.7%
FC(F)(F)c1ccc(Oc2ccc3c(C(F)(F)F)cc(C(F)(F)F)nc3n2)cc1	1.9%	17.8%	5.9%	3.0%	i	0.4	1.8	76	-6.8%	-0.8%	2.4%
CCc1ccc(C(=O)Nc2cc(C)ccc2F)s1	4.6%	-1.1%	-4.3%	-0.7%	i	0.3	-1.4	39	34.3%	-7.8%	-1.2%
Cc1ccc(S(=O)(=O)c2ccc(Cl)cc2)cc1S(=O)(=O)NC(C(=O)O)C(C)C (configuration not stated)	2.9%	-9.1%	3.6%	6.3%	i	1.1	0.3	34	9.0%	-7.1%	4.1%
CCOC(=O)C(=O)N1CCN(c2ccccc2OC)CC1	-4.8%	11.0%	2.4%	0.8%	.	.	0.6	62	-9.5%	-8.3%	1.4%
